Screens deposited in PubChem BioAssay by National Center for Advancing Translational Sciences (NCATS).
SW480 rerep – A quantitative high throughput screen for small molecules that induce DNA re-replication in SW480 colon adenocarcinoma cells; SW480 DNA re-replication, Hoechst DNA content imaging, 48 h; AID 624297, 2012; Potency, µM (titrated, usually from 46.1 µM), without a hit: at the highest dose re-replication activation, actives largely listed as activators; 340,000 compounds, 1.8% hits; also: potency is read from the fitted curve at half-maximal effect; % of control where 0% means no effect; nearly all actives have a fitted effect of over 55% in size
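SW480 cells exposed to compounds for 48 hr at 37 C, 5% CO2, then Hoechst-stained 40 min. Nuclear DNA content imaged by fluorescence scanning (405 nm excitation, 500-530 nm emission); re-replication scored as increased high-intensity nuclei.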
HT1080 IDH1KD tx – qHTS for induction of synthetic lethality in tumor cells producing 2HG: qHTS for the HT-1080-IDH1KD cell line | Potency, µM (titrated, usually from 46.1 µM), without a hit: at the highest dose activity, negative = toxicity, usual class: cytotoxic | HT-1080 IDH1 knockdown viability, ATP luminescence, 48 h | 360,000 compounds, 2% hits;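 also: potency is read from the fitted curve at half-maximal effect; 0% = DMSO wells and -100% = cell-free medium wells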
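After a 2 h attachment period, IDH1KD HT-1080 cells took pin-transferred compound for 48 h at 37 °C; ATP-based luminescence after 10 min room-temperature reagent incubation reported viability.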
HT1080-NT tox – qHTS for induction of synthetic lethality in tumor cells producing 2HG: qHTS for the HT-1080-NT fibrosarcoma cell line | HT-1080-NT fibrosarcoma viability, CellTiter-Glo ATP luminescence, 48 h | 360,000 compounds, 1.6% hits | Potency, µM (top dose mostly 46.1 µM), inactives show at the highest dose activity, negative = less viability, most hits filed as cytotoxic;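 also: NT is the 2HG producing partner of a matched IDH1 knockdown line; potency is read from the fitted curve at half-maximal effect; 0% = DMSO-treated cells and -100% = media-only wells without cells; nearly all actives have a fitted effect of over 55% in size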
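A 48-hour cytotoxicity screen used HT-1080-NT cells plated 2 hours before compound delivery. ATP-based CellTiter-Glo luminescence measured viability, normalized to DMSO and no-cell controls.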
ATXN2 expr inh – Primary qHTS for Inhibitors of ATXN expression; HEK-293 ATXN2-luciferase reporter, luminescence, 24 h; Potency, µM (series often up to 57 µM), inactives show at the highest dose activity change, negative = inhibition, hits mostly inhibitors; 360,000 compounds, 0.72% hits; also: potency is read from the fitted curve at half-maximal effect; % is scaled to controls: 0 for no effect and ±100 for the full control effect; nearly all actives have a fitted effect of over 55% in size
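qHTS (up to 57 uM final) was run with 24 h compound exposure of reporter cells at 37 °C. Each well was multiplexed: SteadyGlo luminescence measured ATXN2-luciferase expression after a fluorogenic Gly-Phe-AFC viability readout (25 uM final).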
KB-3-1 cytotox – qHTS assay for MDR1-selective chemotherapeutics: Primary screen using the parental adenocarcinoma cell KB-3-1; AID 1347075, 2019; Potency, µM (doses to about 46.1 µM), for inactives: at the highest dose activity change, negative = cytotoxic, hits mostly cytotoxic; KB-3-1 viability, CellTiter-Glo ATP luminescence, 72 h; 400,000 compounds, 1.4% hits; also: potency is read from the fitted curve at half-maximal effect; % is scaled to controls: 0 for no effect and ±100 for the full control effect; nearly all actives have a fitted effect of over 60% in size
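Viability of parental KB-3-1 cells, measured by CellTiter-Glo luminescence, followed a 72 h incubation at 37 °C with pinned compounds in phenol-red-free DMEM containing 10% FBS.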
KB-V1 MDR tox – qHTS assay for MDR1-selective chemotherapeutics: Primary screen using the drug-selected MDR subline cells KB-V1; KB-V1 MDR cells viability, CellTiter-Glo, 72 h; Potency, µM (titrated, usually from 46.1 µM), for the others: top-dose activity change, negative = cytotoxicity, most hits filed as cytotoxic; 400,000 compounds, 3.4% hits; also: potency is read from the fitted curve at half-maximal effect; % is scaled to controls: 0 for no effect and ±100 for the full control effect; nearly all actives have a fitted effect of over 60% in size
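KB-V1 MDR subline cells in DMEM (phenol-red free, 10% FBS) exposed to compounds in qHTS concentration series for 72 h at 37 degrees C. Viability read by CellTiter-Glo luminescence; concentration-effect curves fitted after normalization and correction.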
IL-1B inflam inh – qHTS for Inhibitors of Inflammasome Signaling: IL-1-beta AlphaLISA Primary Screen; THP-1 LPS/ATP IL-1B secretion, AlphaLISA, 16 h; stronger effect = lower value; activity change, % at 57.5 µM; 360,000 compounds, 4.7% hits; AID 743279, 2014; in the data active = activity change below about -50%; inconclusive = mostly about -30% to -49%; also: % is scaled to controls: 0 for no effect and ±100 for the full control effect
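THP-1 cells pretreated 1 hr with compounds (up to 57.5 uM final), then stimulated with LPS (250 ng/mL final) plus ATP (1.25 mM final); secreted IL-1B measured by AlphaLISA after 16 hr, decreased signal indicating inhibition.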
MCF10A rerep – A quantitative high throughput screen for small molecules that induce DNA re-replication in MCF 10a normal breast cells; Potency, µM (highest dose often 46.1 µM), without a hit: at the highest dose activity, positive = re-replication, actives largely listed as activators; MCF 10A DNA re-replication, Hoechst nuclear intensity, 48 h; 350,000 compounds, 2.9% hits; also: potency is read from the fitted curve at half-maximal effect; % of control where 0% means no effect; nearly all actives have a fitted effect of over 50% in size
ATXN viability – Viability Counterscreen for Primary qHTS for Inhibitors of ATXN expression | AID 651635, 2014 | Potency, µM (doses to about 56.7 µM), hits mostly cytotoxic | S2 cells (HEK-293 line with an ATXN2-luciferase reporter) viability, CellTiter-Fluor protease fluorescence, 24 h | 400,000 compounds, 0.49% hits; also: potency is read from the fitted curve at half-maximal effect; nearly all actives have a fitted effect of over 40% in size
* hit, by the source's call; i = inactive; ? = inconclusive; . = no result given; [ ] = remark or other dose. Unless noted, calls follow the shape of the dose curve; as a rule, active = well fitted curve in the direction sought with a large enough effect; inconclusive = small, poorly fitted or top-dose-only effect, or another doubt; inactive = no such curve, though single readings can be large; an effect the other way counts as inactive or inconclusive.

SMILES | SW480 rerep | HT1080 IDH1KD tx | HT1080-NT tox | ATXN2 expr inh | KB-3-1 cytotox | KB-V1 MDR tox | IL-1B inflam inh | MCF10A rerep | ATXN viability
O=C(C[n+]1cc(-c2ccc(F)cc2)n2c1CCC2)Nc1nc(-c2ccc(F)cc2)cs1 | -8% | 6% | 4% | 5% | ? | -8% | -12 | ? | i
Cc1ccc(C(C)C)c(OCC(=O)Nc2sc3c(c2C#N)CC(C)(C)NC3(C)C)c1 | ? | -16% | -15% | ? | -22% | -20% | -12 | ? | i
CN(c1ccccc1)S(=O)(=O)c1ccc(Cl)c(C(=O)Nc2nn[nH]n2)c1 | -9% | 8% | -12% | -19% | ? | -19% | 12 | -4% | .
Cc1cc(NC(=O)CCC(=O)N(Cc2cccs2)C(C(=O)NC2CCCC2)c2cccnc2)no1 (configuration not stated) | -4% | -8% | -3% | 2% | -1% | 5% | 21 | 2% | i
Cc1c(OCC(=O)NCC(O)c2ccccc2)ccc2c3c(c(=O)oc12)CCCC3 (configuration not stated) | -35% | -1% | -1% | . | -2% | -3% | -7 | 3% | ?
Cc1ccccc1NC(=O)c1ccc(CN(c2ccccc2)S(=O)(=O)c2ccccc2)cc1 | 10% | -17% | -9% | -16% | -3% | 10µM* | 4 | 6% | i
c1ccc(Cc2noc(CN3CCCC(CN4CCOCC4)C3)n2)cc1 (configuration not stated) | 2% | 0% | -18% | -15% | 0% | ? | 8 | 3% | i
Cc1sc(NC(=O)c2ccco2)c(CN2CCCCC2)c1C | -8% | 6% | 7% | 5% | -4% | -8% | -19 | 16% | i
COc1ccccc1C(=O)NC(=O)COC(=O)CCOc1cc(C)ccc1C | -13% | 9% | -4% | -1% | 1% | 3% | 0 | -2% | i
COc1ccc(OC)c2c(C)cc(N3CCN(C(=O)c4ccc(Cl)cc4)CC3)nc12 | 4% | 3% | 0% | -11% | 0% | -10% | -7 | ? | i
C=CCNC(=O)c1n[nH]c2c1CC(C(C)(C)CC)CC2 (configuration not stated) | 14% | 15% | 13% | -20% | -8% | 10% | -2 | ? | ?
CCOc1ccc(Br)cc1C1C(C(=O)Nc2ccccc2OC)=C(C)Nc2nnnn21 (configuration not stated) | . | . | . | -2% | 3% | 4% | . | . | i

Exported with two lines to a compound: entries from further up
Values run as follows: SW480 rerep | HT1080 IDH1KD tx | HT1080-NT tox | ATXN2 expr inh | KB-3-1 cytotox | KB-V1 MDR tox | IL-1B inflam inh | MCF10A rerep | ATXN viability
Cc1cc(NC(=O)CCC(=O)N(Cc2cccs2)C(C(=O)NC2CCCC2)c2cccnc2)no1 (configuration not stated)
  -4% | -8% | -3% | 2% | -1% | 5% | 21 | 2% | i
Cc1c(OCC(=O)NCC(O)c2ccccc2)ccc2c3c(c(=O)oc12)CCCC3 (configuration not stated)
  -35% | -1% | -1% | . | -2% | -3% | -7 | 3% | ?
Cc1ccccc1NC(=O)c1ccc(CN(c2ccccc2)S(=O)(=O)c2ccccc2)cc1
  10% | -17% | -9% | -16% | -3% | 10µM* | 4 | 6% | i
c1ccc(Cc2noc(CN3CCCC(CN4CCOCC4)C3)n2)cc1 (configuration not stated)
  2% | 0% | -18% | -15% | 0% | ? | 8 | 3% | i
Cc1sc(NC(=O)c2ccco2)c(CN2CCCCC2)c1C
  -8% | 6% | 7% | 5% | -4% | -8% | -19 | 16% | i
COc1ccccc1C(=O)NC(=O)COC(=O)CCOc1cc(C)ccc1C
  -13% | 9% | -4% | -1% | 1% | 3% | 0 | -2% | i
COc1ccc(OC)c2c(C)cc(N3CCN(C(=O)c4ccc(Cl)cc4)CC3)nc12
  4% | 3% | 0% | -11% | 0% | -10% | -7 | ? | i
C=CCNC(=O)c1n[nH]c2c1CC(C(C)(C)CC)CC2 (configuration not stated)
  14% | 15% | 13% | -20% | -8% | 10% | -2 | ? | ?
CCOc1ccc(Br)cc1C1C(C(=O)Nc2ccccc2OC)=C(C)Nc2nnnn21 (configuration not stated)
  . | . | . | -2% | 3% | 4% | . | . | i

(listing goes on)
SMILES | SW480 rerep | HT1080 IDH1KD tx | HT1080-NT tox | ATXN2 expr inh | KB-3-1 cytotox | KB-V1 MDR tox | IL-1B inflam inh | MCF10A rerep | ATXN viability
CC1CCN(S(=O)(=O)c2ccc3c(c2)c(=O)c(C(=O)N2CCN(c4cccc(Cl)c4)CC2)cn3C)CC1 | . | . | . | 10% | 11% | 17% | . | . | i
CCOc1ccccc1-n1cnc2cc(C(=O)NCc3ccco3)ccc21 | 0% | 6% | 16% | -16% | 10% | 16% | -1 | 2% | i
COC(=O)[C@H](C)NC(=O)NCc1ccccc1 | -41%[inhibitor] | 7% | 14% | 0% | 12% | 17% | -4 | 0% | i
Nc1ncnc2c1ncn2[C@@H]1O[C@H](CNC(=O)[C@@H](N)C2CCCCC2)[C@@H](O)[C@H]1O | 4% | 8% | 3% | 6% | 19% | 0% | 1 | ? | i
CN(C(=O)c1cccc(NC(=O)Cc2cccc(NC(=O)C3CCN(C(=O)C4CC4)CC3)c2)c1)C1CCC1 | -6% | 9% | 14% | 4% | 8% | -4% | -12 | ? | i
Cc1cc(N2CCOCC2)nc2ccc(NC(=S)NC(C)C)cc12 | -11% | 0% | 1% | . | -3% | -4% | 6 | 23µM* | i
C=CCNC(=O)c1ccc2c(c1)nnn2C | 1% | 2% | 0% | -1% | 2% | 5% | 5 | 2% | i
S=C(c1ccccc1)N1CCSCC1 | -4% | 0% | 14% | -2% | 0% | 0% | 1 | -1% | i
COc1ccc(N(CC(=O)NCc2ccccc2Cl)S(=O)(=O)c2c(C)n[nH]c2C)cc1 | -16% | 6% | 0% | -2% | 9% | 7% | 20 | 2% | i
O=C(N/N=C/c1ccc(Cl)cc1Cl)c1ccc2nc[nH]c2c1 | -3% | 1% | -3% | . | -14% | 0% | -19 | -1% | i
S=C(NCCc1ccccn1)Nc1cc(Cl)cc(Cl)c1 | 6% | -16% | ? | -25% | -1% | 0% | -77* | ? | i
CC1=C(C(=O)OC2CCCC2)C(c2coc3ccccc3c2=O)C2=C(CC(C)(C)CC2=O)N1 (configuration not stated) | -1% | ? | ? | -11% | -54% | -6% | -11 | ? | i
Cn1cc(SCC(N)=O)c2ccccc21 | -7% | 12% | -3% | 0% | 10% | 4% | 0 | -7% | ?
O=C(/C=C/c1ccc(Cl)cc1)NC(=S)Nc1ccccc1C(=O)O | 16µM* | ? | ? | ? | -2% | 6% | 0 | ? | ?
CCn1ncc([N+](=O)[O-])c1C(=O)N1CCCC1 | -5% | -2% | 0% | -10% | 12% | 0% | 2 | -2% | i
COC(=O)c1c(C)[nH]c(C(=O)OCC(=O)c2ccc(C)s2)c1C | 3% | -7% | -23% | 30% | 6% | 1% | -72* | 20% | i
Cc1cc(C)cc(NC(=O)c2ccc3nc[nH]c3c2)c1 | -1% | -5% | 4% | . | 6% | -15% | -4 | ? | i
CC(C)(CO)NCC(=O)Nc1cc(C(F)(F)F)cc(NC(=O)CNC(C)(C)CO)c1Cl | 1% | 17% | 18% | -1% | 4% | 22% | 12 | 5% | i
CC(c1ccccc1)n1c(CO)nc2ccccc21 (configuration not stated) | -5% | 9% | 4% | . | 1% | -17% | 20 | -2% | i
Cc1cccc(NC(=O)[C@@H](CC(C)C)NC(=O)[C@@H]2Cc3ccccc3CN2)c1 | 6% | -8% | 11% | 20% | 0% | -4% | 0 | -3% | i
COc1ccc(OC)c(C(C(=O)NCc2ccco2)N(C(=O)Cn2nnc3ccccc32)C(C)C)c1 (configuration not stated) | 7% | -7%[9.24 µM] | -2% | -4% | -2% | ? | -12 | -2% | i
CC1CCCCN1C(=O)CSc1nc2ncccc2[nH]1 (configuration not stated) | -12% | 0% | 2% | . | 2% | 4% | 9 | 25% | ?
Nc1ncn(C(=O)c2ccco2)n1 | -7% | 14% | 20% | 2% | 9% | 0% | -1 | 1% | i
Cc1cc(C)c(NC(=O)C2CCC(=O)N2)c(C)c1 (configuration not stated) | -22% | 3% | 15% | 20% | 0% | -6% | -1 | -28% | i
CCOC(=O)C1(CCCc2ccccc2)CCN(C(=O)CSC)CC1 | -6% | -8% | -4% | -16% | 10% | ? | -21 | -2% | i
CCn1c(=O)c2sccc2n(CC(=O)NC2CCCCC2)c1=O | -8% | 10% | 13% | 1% | 28% | -20% | 25 | -18% | i
NS(=O)(=O)c1cccc(NC(=O)CCSc2ccc(Cl)cc2)c1 | 16% | 27% | 14% | 4% | 19% | -15% | 20 | 25% | i
CC(C)(C)Nc1c2ccccc2nc2ccccc12 | 23µM* | -11% | -10% | -10% | -3% | -15% | -92* | 15µM* | i
O=C(O)CCCC(=O)Nc1ccc(Cl)cc1 | 1% | -13% | 1% | -25% | -6% | -24% | -23 | -2% | i
CCOC(=O)N1CCN(S(=O)(=O)c2ccc(-n3cnnn3)cc2)CC1 | -1% | 0% | -6% | -5% | -5% | -16% | 4 | 9% | i
CC(C)N(Cc1cnn(C)c1)C(=O)C1CCC(=O)N(CCc2cccc(F)c2)C1 (configuration not stated) | 8% | -1% | 1% | 21% | 14% | 1% | 0 | 2% | i
O=C(O)c1cc(-c2ccc(Br)s2)nc2ccccc12 | ? | -15% | -10% | 1% | -7% | 0% | 0 | 6% | ?
